# Source: PubChem BioAssay (National Center for Advancing Translational Sciences (NCATS))
# Pf growth 48h – P. falciparum growth inhibition at 48 hours (one generation) | P. falciparum luciferase growth in erythrocytes, 48 h | Potency, µM (series often up to 28.7 µM), inactives show at the top dose activity change, negative = inhibition, usual class: inhibitors | 310,000 tested, 5.9% active; further: potency means the concentration at half of the fitted maximal effect; on the % scale 0 is the no-effect control and ±100 the full control effect
#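 Erythrocytes infected with P. falciparum carrying an integrated firefly luciferase reporter (2% hematocrit, 0.1% parasitemia final) were exposed to compounds in RPMI 1640 with 0.5% Albumax at 37 C, 5% CO2. Growth inhibition was scored as reduced luminescence.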
# Giardia FBPA inh – Giardia lamblia aldolase inhibition; Potency, µM (doses to about 59.6 µM), for inactives: at the highest dose activity, negative = inhibition, actives largely listed as inhibitors; purified Giardia FBPA; 290,000 tested, 0.71% active; A8B2U2; further: potency means the concentration at half of the fitted maximal effect; on the % scale 0 is the no-effect control and ±100 the full control effect; nearly all actives have a fitted effect of over 55% in size
# Target sequence (A8B2U2 whole entry, looked up): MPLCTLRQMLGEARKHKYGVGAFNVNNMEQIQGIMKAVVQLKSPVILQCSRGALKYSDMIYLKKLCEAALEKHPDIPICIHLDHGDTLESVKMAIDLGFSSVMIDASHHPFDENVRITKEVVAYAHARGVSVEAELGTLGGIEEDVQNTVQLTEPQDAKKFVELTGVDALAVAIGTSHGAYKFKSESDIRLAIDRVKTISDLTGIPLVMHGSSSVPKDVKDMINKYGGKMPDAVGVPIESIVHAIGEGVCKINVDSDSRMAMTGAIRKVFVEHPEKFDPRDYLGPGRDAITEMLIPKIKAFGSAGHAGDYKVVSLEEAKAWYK
#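 40 nM FBPA preincubated 10 min at RT with compound (up to 57.5 uM final), then substrate plus GAPDH/TPI/NAD/arsenate coupling and diaphorase/resazurin added. Fluorescence read after 20 min at RT, 525/598 nm.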
# Pf growth 96h – P. falciparum growth inhibition at 96 hours; P. falciparum luciferase reporter growth, 96 h; Potency, µM (top dose mostly 28.7 µM), for inactives: at the top dose activity change, negative = inhibition, most hits filed as inhibitors; 320,000 tested, 6.9% active; further: potency means the concentration at half of the fitted maximal effect; on the % scale 0 is the no-effect control and ±100 the full control effect
#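 Plates of compound plus infected erythrocytes (2% hematocrit, 0.05% parasitemia final) incubate 96 hours, 37 C, 5% CO2. Detection reagent added; reduced luminescence from the parasites' luciferase reporter flags inhibition.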
# HCV inh – inhibitors of hepatitis C virus infection; AID 651820; 340,000 tested, 3.4% active; Huh7.5.1 HCVcc-Cre infection, luciferase reporter, 44 h; Potency, µM (doses to about 41.8 µM), inactives show at the top dose activity change, negative = inhibition, usual class: inhibitors; further: potency means the concentration at half of the fitted maximal effect; on the % scale 0 is the no-effect control and ±100 the full control effect
#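 Infectious HCV cell culture screen: compound-treated cells (1,000/well, pre-plated 4 h) are infected with HCVcc-Cre at roughly 0.5 moi and grown 44 h. Infection is quantified by luciferase signal after 15 min substrate incubation at room temperature.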
# Shiga inhibitor – blocks Shiga toxin action in Vero cells | Vero cells, Shiga toxin protein synthesis inhibition reporter | inhibition, % at 38.7 µM | 290,000 tested, 9.2% active | AID 2315; in the data active means inhibition mostly above about 28%, no sharp cut-off; inactive means mostly below about 43%; further: 0% is about no effect
# CHX counter – affects cycloheximide protein synthesis inhibition readout, counter-screen | cell reporter, cycloheximide protein synthesis inhibition counterscreen | max response, % | 300,000 tested, 12% active | AID 2314; in the data active means max response mostly above about 13%, no sharp cut-off; inactive means mostly below about 14%; further: read at 38.3 µM for the half of the compounds with a filed dose; 0% is about no effect
# An asterisk follows results filed as active; ? = inconclusive; . = no result given; [ ] = another dose, or the depositor's remark. Unless noted, the call rests on the fitted dose curve; in most records, active means well fitted curve in the direction sought with a large enough effect; inconclusive means small, poorly fitted or top-dose-only effect, or another doubt; inactive means no such curve, though single readings can be large; an effect the other way counts as inactive or inconclusive.
smiles,Pf growth 48h,Giardia FBPA inh,Pf growth 96h,HCV inh,Shiga inhibitor,CHX counter
O=[N+]([O-])c1ccc2c(c1)C(N1CCOCC1)/C(=C/C1(O)CCCCC1)O2 (stereo unspecified),0%,-8%,1.7µM*,0%,-15,-1
CC(=O)NCCC(=O)Nc1cc(S(=O)(=O)N2CCOCC2)ccc1Oc1ccc(F)cc1,?,.,0%,15%,.,.
COc1ccc(-n2nnnc2-c2nc3ccccc3s2)cc1,212%[activator],4%,270%[activator],-23%,77*,40*
Cc1cc(N2CCN(C)CC2)nc2ccc(NC(=O)CCC(=O)NCCCOC(C)C)cc12,17%,0%,50%[activator],-3%,5,-2
COc1ccc(S(=O)(=O)NCCCCOc2ccc(Cl)cc2)cc1,16%,-1%,9%,25µM*,-5,-3
C=CCNC(=O)C(=O)NCCOc1ccccc1Cl,11%,0%,?,-5%,17,-1
CN(C)c1ccc(P(=O)(OC2CCCCC2)C(O)c2ccccn2)cc1 (stereo unspecified),0%,?,-23%,-3%,11,2
COc1cccc(C=Nc2ccc(N3CCOCC3)cc2)c1O,-2%,-1%,?,10%,-4,-4
CCOC(=O)C1(C(F)(F)F)N=C(c2cccnc2)OC(N2CCCCC2)=N1 (stereo unspecified),?,2%,-30%,18%,-16,-5
C/C(Nc1cccc(F)c1)=C(/C#N)C(N)=O,14%,1%,?,1%,-5,-1
COc1ccc(CCSc2nnc(C3CCCCC3)n2N)cc1,5%,-23%,.,-3%,-14,-2
CC(=O)NC1CC2CCCC(C1)N2 (stereo unspecified),.,0%,-1%,23%,4,8
Cc1cccn2c(=O)c(C=O)c(Sc3ncccn3)nc12,?,1%,-26%,?,8,3
CC1=C(C(=O)N2CCOCC2)C(c2c(C)cc(C)cc2C)NC(=S)N1 (stereo unspecified),-19%,4%,18%,17%,28,-2
C=CCN(Cc1cccc(OC)c1OC)C(=O)Oc1ccccc1,-17%,.,-21%,16%,.,.
Cc1ccc(NC(=O)CSc2nc3ccccc3c(=O)n2CC2CCCO2)cc1 (stereo unspecified),-13%,.,?,8%,-7,10
O=C(CN(CCc1ccccc1)S(=O)(=O)c1ccc(Br)cc1)N/N=C/c1ccc2c(c1)OCO2,?,11%,22%,-4%,2,-1
O=c1ccc2c(-c3ccccc3S(=O)(=O)O)c3ccc(O)c(O)c3oc-2c1O,?,.,-26%,-11%,.,.
Cc1nn(-c2ccccc2)c(C)c1C(=O)N1CCN(S(=O)(=O)c2ccccc2)CC1,?,.,?,11%,.,.
Cc1cc(N/N=C/c2cccc([N+](=O)[O-])c2)nc(-n2nc(C)cc2C)n1,?,5%,1µM*,?,-2,-2
COc1ccc(C2CC(c3ccc(C)cc3)Nc3nc(N)nn32)cc1 (stereo unspecified),6%,1%,4%,-3%,17,-3
C(=N\N(c1ccccc1)c1ccccc1)/c1ccc(N2CCOCC2)s1,?,-1%,8.3µM*,-15%,0,1
CSc1ccc(/C=C/c2cc(=O)c3ccccc3[nH]2)cc1,1.9µM*,-5%,-6%,?,74*,15*
COc1cc(/C=N/N=C(\N)c2nonc2N)cc(OC)c1OC,7%,0%,?,-27%,31,10
CCCc1c(C(=O)N/N=C(\C)CCc2ccc(OC)cc2)nnn1-c1nonc1N,25%,-5%,41%[activator],7%,-11,11

# Carrying on.
smiles,Pf growth 48h,Giardia FBPA inh,Pf growth 96h,HCV inh,Shiga inhibitor,CHX counter
Cc1ccc(/C=N/NC(=O)CCSc2ccccc2)cc1,32%[activator],3%,?,-9%,-3,8
Cc1csc(SCC(=O)Nc2oc(C)c3c(C)n[nH]c(=O)c23)n1,10%,.,3%,7%,.,.
O=C(Nc1cc(S(=O)(=O)N2CCOCC2)ccc1N1CCCC1)c1cc(=O)[nH]c2ccccc12,-26%,-8%,?,7%,-22,-4
Cc1cc(C)n(-c2nc3ccccc3c(=O)n2OCC(C)C)n1,18%,5%,8%,14%,14,-1
CC(=O)Nc1cccc(C(=O)N/N=C/c2ccccc2F)c1,225%[activator],1%,6.6µM*,10%,28*,46*
Cc1cc2c(NC(=O)Nc3ccc(C(C)(C)C)cc3)cccc2nn1,?,?,12µM*,14µM*,28,12
Cn1c(-c2ccc(F)cc2)cnc1SCC(=O)NNC(=O)Cc1ccccc1,6%,8%,30%,8%,18,0
CCCCC(CC)C(=O)Nc1ccc(Nc2ccccc2)cc1 (stereo unspecified),?,0%,?,?,-7,4
CC1CN(Cc2nc3c(c(=O)n(C)c(=O)n3C)n2CCCO)CC(C)O1 (stereo unspecified),18%,2%,5%,20%,-11,-4
O=C(NCc1ccccc1Cl)C1CCCN(c2ncnc3c2nc2n3CCCCC2)C1 (stereo unspecified),?,10%,?,-30%,-3,-2
CC(C)N1C(=O)CC(Nc2cccc3cccc(N)c23)C1=O (stereo unspecified),7%,?,31%[activator],14%,1,0
Cn1cc(/C=C(\NC(=O)c2ccccc2)C(=O)NCCN2CCOCC2)c2ccccc21,?,.,?,-3%,-1,11
Cc1cc(Cl)ccc1OCCNC(=S)NC(=O)c1cccnc1,1%,.,-8%,-23%,-2,-3
Cc1nc(Nc2cccc(C(C)O)c2)c2nnn(Cc3ccccc3F)c2n1 (stereo unspecified),-24%,1%,-8%,?,-8,1
Cc1ccc(-c2nc3ccc([N+](=O)[O-])cc3[nH]2)cc1,129%[activator],?,3%,?,124*,16*
COc1ccc(CN(C)C(=O)c2ccc(OCC(=O)N3CCOCC3)c(OC)c2)cc1,-1%,.,?,19%,.,.
CC1=NCCN1S(=O)(=O)c1ccc(Br)c(C)c1,36%[activator],-4%,?,-3%,5,-2
CCOc1ccc2nc(SCC(=O)NC3CCCc4ccccc43)sc2c1 (stereo unspecified),?,-3%,?,4%,10,-3
Cc1cccc(-c2noc(CCC(=O)NC3CCCC3)n2)c1,25%,.,15%,6%,25,2
COc1ccc(N2CCN(S(=O)(=O)c3ccc(OC)c(C(=O)N4CCOCC4)c3)CC2)cc1,0%,6%,17%,9%,-25,-2
CCC(=O)Nc1ccc(C(=O)COC(=O)CCN2C(=O)C3CC=CCC3C2=O)cc1 (stereo unspecified),8%,.,32%[activator],0%,.,.
COc1ccc(N2CCN(C(=O)CCNS(=O)(=O)c3ccc(Br)s3)CC2)cc1,0%,-24%,30%,?,-6,2
O=C(O)COc1ccc(/C=N/NC(=O)c2cccc3ccccc23)cc1,?,7%,1%,-6%,-6,-3
CC(=O)c1cc(CC=C(C)C)c(O)cc1O,35%[activator],-10%,86%[activator],-11%,-22,2
CC1CCc2[nH]c3ccc(C(=O)N(C)CC(=O)Nc4ccc(F)cc4)cc3c2C1 (stereo unspecified),1%,.,24%,?,23,-1

# Single records, from the list above. Screens in order: Pf growth 48h | Giardia FBPA inh | Pf growth 96h | HCV inh | Shiga inhibitor | CHX counter
# Profile of `Cc1csc(SCC(=O)Nc2oc(C)c3c(C)n[nH]c(=O)c23)n1` : 10% | . | 3% | 7% | . | .
# Profile of `COc1ccc(N2CCN(S(=O)(=O)c3ccc(OC)c(C(=O)N4CCOCC4)c3)CC2)cc1` : 0% | 6% | 17% | 9% | -25 | -2

# The listing continues:
smiles,Pf growth 48h,Giardia FBPA inh,Pf growth 96h,HCV inh,Shiga inhibitor,CHX counter
COc1ccc(C)cc1NC(=O)COC(=O)c1ccccc1SCC(=O)N1CCCC1,?,.,?,-6%,.,.
Cc1cc(NC(=O)CSc2ccc3nnc(CCNS(=O)(=O)c4ccccc4)n3n2)no1,9%,4%,2%,24%,-14,7
O=C1NCCCCC1NS(=O)(=O)c1ccc(F)c(F)c1 (stereo unspecified),37%[activator],0%,22%,10%,-1,-3
CN1Cc2c(c(C#N)c(N)n(C)c2=S)CC1(C)C,6%,?,22%,8%,12,-3
O=C1CCC[C@@H]2Cc3[nH]c4c(Cl)ccc(Cl)c4c3[C@@H]3CCN1[C@H]23,?,-11%,?,-11%,-10,-1
Cc1ccc2cccc(OCCCOc3ccccc3F)c2n1,3%,12%,44%[activator],10µM*,.,25*
Cc1cc(=O)oc2cc(OCC(=O)OC(C)C(=O)NC3CCCC3)ccc12 (stereo unspecified),?,3%,18%,14%,-10,0
Cc1ccc(F)cc1NC(=O)Cc1ncc(C(F)(F)F)cc1Cl,3%,3%,22%,8%,-3,-1
COc1cc(/C=C(\C#N)c2nc3ccccc3[nH]2)ccc1O,?,-6%,3%,?,56*,44*
NC(=O)CCC(=O)N1CCCC(C(=O)c2ccc(C(F)(F)F)cc2)C1 (stereo unspecified),4%,13%,13µM*,-4%,-5,-2
Cc1ccc(S(=O)(=O)N/N=C/c2ccc(C#N)cc2)cc1,-12%[0.00184 µM],-20%,?,-2%,14,-3
CCc1ccc(S(=O)(=O)N2CCN(C(=O)C3CCN(C(C)=O)CC3)CC2)cc1,-6%,.,19%,3%,-3,-2
Cc1noc(C)c1CSCC(=O)N(C)CC(=O)Nc1ccc(F)c(F)c1F,?,.,?,17%,.,.
CN(c1ccc([N+](=O)[O-])cc1C(=O)Nc1ccccc1)C1CCCCC1,-19%,-4%,?,-8%,4,-1
COC(=O)c1cn(CC(=O)N2CCCCCC2)c2ccccc12,-9%,9%,180%[activator],-14%,-12,-1
COC(=O)[C@@H]1C[C@@H](C(=O)O)[C@H](C)C1(C)C,-10%,.,33%[activator],14%,.,.
Cc1ccc(-c2cc(-c3ccco3)c3c(N)c(C(=O)NN)oc3n2)cc1,4.7µM*,-1%,?,?,14,0
COc1ccc(-c2nnc3ccc(SCC(=O)N4CCOCC4)nn23)cc1,24%,0%,34%[activator],3%,19,0
Cc1c(C(=O)N2CCCCC2)c(S(=O)(=O)N(C)Cc2ccccc2)c(C)n1C,-23%,9%,?,14%,-5,0
COc1cc(N=Cc2c(O)[nH]c3ccccc23)cc(OC)c1OC,?,10%,?,?,15,7
CN1CCN(c2c(F)cc3c(=O)c(C(=O)O)cn(CCF)c3c2F)CC1,0%,-7%,-4%,.,14,12
CCOC(=O)N1CCC(NC(=O)CSCc2nc(-c3ccc(OCC)cc3)oc2C)CC1,12µM*,.,-2%,?,8,10
Cc1ccccc1CNC(=O)C1CCCN(c2cnccn2)C1 (stereo unspecified),14%,2%,24%,23%,8,6

# 7 successive compounds already listed, quoted:
smiles,Pf growth 48h,Giardia FBPA inh,Pf growth 96h,HCV inh,Shiga inhibitor,CHX counter
COc1ccc(C)cc1NC(=O)COC(=O)c1ccccc1SCC(=O)N1CCCC1,?,.,?,-6%,.,.
Cc1cc(NC(=O)CSc2ccc3nnc(CCNS(=O)(=O)c4ccccc4)n3n2)no1,9%,4%,2%,24%,-14,7
O=C1NCCCCC1NS(=O)(=O)c1ccc(F)c(F)c1 (stereo unspecified),37%[activator],0%,22%,10%,-1,-3
CN1Cc2c(c(C#N)c(N)n(C)c2=S)CC1(C)C,6%,?,22%,8%,12,-3
O=C1CCC[C@@H]2Cc3[nH]c4c(Cl)ccc(Cl)c4c3[C@@H]3CCN1[C@H]23,?,-11%,?,-11%,-10,-1
Cc1ccc2cccc(OCCCOc3ccccc3F)c2n1,3%,12%,44%[activator],10µM*,.,25*
Cc1cc(=O)oc2cc(OCC(=O)OC(C)C(=O)NC3CCCC3)ccc12 (stereo unspecified),?,3%,18%,14%,-10,0

# Compounds as they come (roughly 24% active in at least one column).
